STK33 kinase inh = inhibitors of purified STK33 kinase, primary screen, biochemical, ADP-Glo luminescence, homogeneous, cell-free; Serine/threonine-protein kinase 33 (Homo sapiens), Q9BYT3; MBP phosphorylation; inhibition, % at 10 µM; 0.073% of 320,000 active; AID 2661, 2010;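 active = inhibition at or above 25%, using the most active replicate where run in duplicate; inactive = inhibition below 25%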
Target sequence (Q9BYT3 whole entry, looked up): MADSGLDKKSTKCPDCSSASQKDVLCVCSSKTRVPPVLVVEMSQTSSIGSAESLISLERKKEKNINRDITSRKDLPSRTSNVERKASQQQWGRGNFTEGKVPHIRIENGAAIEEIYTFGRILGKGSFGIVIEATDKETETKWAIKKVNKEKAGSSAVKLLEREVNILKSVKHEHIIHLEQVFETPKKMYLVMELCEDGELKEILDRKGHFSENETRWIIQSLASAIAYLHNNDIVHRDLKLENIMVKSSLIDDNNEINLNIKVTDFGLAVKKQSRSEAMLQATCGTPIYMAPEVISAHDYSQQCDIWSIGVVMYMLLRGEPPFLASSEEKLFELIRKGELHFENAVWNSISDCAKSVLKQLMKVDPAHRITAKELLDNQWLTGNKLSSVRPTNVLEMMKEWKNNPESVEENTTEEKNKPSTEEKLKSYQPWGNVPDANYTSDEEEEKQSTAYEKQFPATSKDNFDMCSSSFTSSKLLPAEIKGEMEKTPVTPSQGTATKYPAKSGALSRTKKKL
OX1R antag-1 = antagonists of human orexin 1 receptor (OX1R) | Orexin/Hypocretin receptor type 1 (Homo sapiens), O43613 | OX1R-expressing cells, FRET antagonist read-out | inhibition, % at 6.6 µM | 1.8% of 330,000 active | AID 485270, 2010; in the data active = inhibition mostly above about 38%, no sharp cut-off; inactive = mostly below about 40%;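 also: 0% = agonist challenge alone and 100% = reference antagonist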
Target sequence (O43613 whole entry, looked up): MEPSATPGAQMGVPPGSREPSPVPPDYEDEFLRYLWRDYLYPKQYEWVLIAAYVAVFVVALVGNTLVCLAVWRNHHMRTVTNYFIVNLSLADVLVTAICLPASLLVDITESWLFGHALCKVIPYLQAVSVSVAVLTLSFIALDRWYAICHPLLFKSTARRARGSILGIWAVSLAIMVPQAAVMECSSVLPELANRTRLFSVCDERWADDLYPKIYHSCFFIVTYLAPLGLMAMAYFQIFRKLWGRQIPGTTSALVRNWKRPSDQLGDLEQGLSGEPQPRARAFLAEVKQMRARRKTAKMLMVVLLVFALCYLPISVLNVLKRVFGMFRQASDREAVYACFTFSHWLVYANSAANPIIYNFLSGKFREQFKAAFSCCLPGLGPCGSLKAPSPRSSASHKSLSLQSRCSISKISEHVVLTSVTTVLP
OX1R antag-2 = OX1R (HCRTR1) antagonists, primary screen, fluorescence, CHO/OX1R cells, Fluo-8 calcium, orexin A; Orexin/Hypocretin receptor type 1 (Homo sapiens), O43613; Fluo-8 calcium fluorescence; inhibition, % at 5 µM; 0.43% of 330,000 active; AID 434989, 2010;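 active = inhibition above its plate's threshold, mean inhibition of all tested compounds on the plate plus 3 SD, cut at about 37% in these data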;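 also: 0% = orexin A challenge wells and 100% = SB-334867-A antagonist wells; not every result past the cut was called active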
The depositor's hits bear a star; · = not tested or not shown.

SMILES | STK33 kinase inh | OX1R antag-1 | OX1R antag-2
Cc1cc(N2CCN(C)CC2)nc2ccc(NC(=S)NCCCN3CCN(C)CC3)cc12 | -0.8 | 8 | 3
CC(C)Cn1c(O)c(N=NC(=O)c2cccc(S(=O)(=O)N3CCCCC3)c2)c2ccccc21 | 0.4 | 16 | -26
CSc1ccccc1NC(=O)COC(=O)CSc1ccc(C)cc1 | -0.8 | 12 | -18
CCCNC(=O)NC1CCCCCCC1 | 0.2 | 24 | 8
N#CC1=C(N)N(c2ccccc2)C(c2ccccc2)C1(C#N)C#N (stereo not drawn) | 0.5 | 29 | -28
CCOc1ccccc1CN1CCN(Cc2cc3ccccc3[nH]2)CC1CCO (stereo not drawn) | 0.3 | 60 | -16
Cc1ccc(C(=O)NNC(=O)C2CCN(S(=O)(=O)c3ccc(Cl)cc3)CC2)cc1 | -0.7 | 31 | -22
COC(=O)c1ccc(CSc2nnc(CNC(=O)c3cccs3)o2)o1 | 0.5 | 7 | -11
CC(=O)c1ccc(NC(=S)N2CCC(O)CC2)cc1 | -0.9 | 2 | 7
Oc1cccc(/C=N\Nc2nncc(-c3ccccc3)n2)c1 | 0.6 | 13 | -9
Cc1ccc(C)c(NNC(=O)C(=O)NNc2cc(C)ccc2C)c1 | 0.6 | 8 | -16
Cc1ccc2c(c1)N(CCC(=O)NC1CCCCC1)C(=O)CO2 | -0.4 | 14 | -7
CC(/C=C/c1ccccc1)=N\NC(=O)CNC(=O)c1ccccc1Cl | 0.1 | 8 | 3
COc1ccc(OC)c(C2=NS(=O)(=O)N(C)C(C(=O)Nc3ccc(C(C)=O)cc3)=C2)c1 | -1.3 | 12 | -16
CCOC(=O)c1cccc(COC(=O)c2cccc(-c3nnc(-c4ccccc4)o3)c2)c1 | 0.5 | 15 | -24
CN1CCN(CCCNC(=O)Cn2nc(-c3ccccc3)ccc2=O)CC1 | -0.5 | 18 | -9
CC1(C)CC(=O)C=C(Nc2ccccc2NC(=O)c2cnccn2)C1 | -0.4 | 15 | -12
COCC(C)NC(=O)NC(=O)c1ccc(Cl)cc1 (stereo not drawn) | 0.9 | 6 | -4
COc1ccc(CCc2nnc(CCC(=O)NCC3CCCO3)o2)cc1 (stereo not drawn) | 0.2 | 14 | -11
C=C(C)Cn1c(SCC#N)nc2ccccc2c1=O | 4.1 | 12 | -24
COc1ccccc1CNC(=O)CCC(=O)N1CCOc2ccc(C)cc21 | 0.5 | 9 | -18
COc1ccc(C2=NS(=O)(=O)N(C)C(C(=O)N3CCCCC3)=C2)cc1 | -0.3 | 7 | -29
CC(C)C[C@@H](CN(N=O)[C@@H](Cc1ccccc1)CN(C)N=O)N(CCc1ccccc1)N=O | -1.0 | 30 | -32
CSc1nccn1C(=O)c1ccccc1[N+](=O)[O-] | -0.6 | 7 | -7
COc1cc2cc(C)c(SCC(=O)N3CCN(C(=O)c4ccco4)CC3)nc2cc1OC | 0.2 | 19 | -30
CC1(C)C(=O)OC(C(=O)c2ccccc2)C(C)(C)C1=O (stereo not drawn) | -0.2 | 10 | -13
C/C(=N\NC(=O)C1CC1(c1ccccc1)c1ccccc1)c1cccc([N+](=O)[O-])c1 (stereo not drawn) | -1.2 | 19 | 8
CCN1C(=O)CS/C1=N\S(=O)(=O)c1ccc(C)cc1 | -1.4 | -4 | -29
CC(C)C(=O)NCCn1ccc2ccccc21 | -0.4 | 9 | -18
C=CCn1c(N)c(C(=O)OCCC)c2nc3ccccc3nc21 | 1.9 | 37 | -31

Six compounds out of the list, arranged by SMILES length, lowest first.
SMILES | STK33 kinase inh | OX1R antag-1 | OX1R antag-2
CC(C)C(=O)NCCn1ccc2ccccc21 | -0.4 | 9 | -18
CCN1C(=O)CS/C1=N\S(=O)(=O)c1ccc(C)cc1 | -1.4 | -4 | -29
COc1ccc(CCc2nnc(CCC(=O)NCC3CCCO3)o2)cc1 (stereo not drawn) | 0.2 | 14 | -11
COc1cc2cc(C)c(SCC(=O)N3CCN(C(=O)c4ccco4)CC3)nc2cc1OC | 0.2 | 19 | -30
C/C(=N\NC(=O)C1CC1(c1ccccc1)c1ccccc1)c1cccc([N+](=O)[O-])c1 (stereo not drawn) | -1.2 | 19 | 8
CC(C)C[C@@H](CN(N=O)[C@@H](Cc1ccccc1)CN(C)N=O)N(CCc1ccccc1)N=O | -1.0 | 30 | -32

(listing goes on)
SMILES | STK33 kinase inh | OX1R antag-1 | OX1R antag-2
COC(=O)c1cc(N2C(=O)C3C(C2=O)C2(C)C=CC3(C)O2)ccc1Cl (stereo not drawn) | -0.1 | 1 | 0
Cc1ccc(S(=O)(=O)/N=C(/Nc2cccc3ccccc23)c2ccc(F)cc2)cc1 | 0.6 | 11 | -24
O=C(Nc1ccc(Cl)c([N+](=O)[O-])c1)c1cnccn1 | · | 19 | 0
O=Cc1c(N2CCCCC2)nc2ccccn2c1=O | -1.1 | 25 | -7
CCc1ccc(S(=O)(=O)Nc2cc(SCC(=O)O)c(O)c3ccccc23)cc1 | -1.1 | 15 | 23
COCCNC(=O)CSc1nc2scc(-c3ccccc3)c2c(=O)[nH]1 | -0.2 | 7 | -13
CN(Cc1cc(=O)n2ccsc2n1)c1ccccc1 | 1.2 | 6 | -20
CCc1nnc(NS(=O)(=O)c2ccc(NC(=O)c3ccccc3OC)cc2)s1 | 0.7 | 1 | -7
N#C/C(=C\c1ccccc1O)C(=O)Nc1ccccn1 | -1.0 | 33 | -9
CCn1nc(C(=O)NCCc2ccc(S(N)(=O)=O)cc2)c2ccccc2c1=O | 1.1 | 11 | -14
O=C(NCC(=O)N1CCOCC1)c1ccc(Br)cc1 | -1.8 | 2 | -4
CC(C)CN(CC(C)C)CC(O)CN(c1ccccc1)S(=O)(=O)c1ccccc1[N+](=O)[O-] (stereo not drawn) | 0.0 | 10 | -36
COc1ccc(CC(=O)NCC2CCCN(Cc3ccc(F)cc3F)C2)cc1 (stereo not drawn) | -0.8 | 8 | -37
CCOC(=O)C1=C(CN2CCSCC2)NC(=O)NC1c1cc(C)ccc1C (stereo not drawn) | -0.6 | 27 | -36
COc1ccc(N=C(N)SCc2ccccn2)cc1 | -0.2 | -6 | -8
CC(C)=CC(=O)Nc1nnc(-c2ccc(F)cc2)s1 | -1.2 | 5 | -21
CCNC(=O)CN(C1CCCCC1)S(=O)(=O)c1ccc(F)cc1 | -0.7 | 8 | -4
CNC(=O)c1ccsc1NC(=O)CCS(=O)(=O)c1ccc(C)cc1 | -0.5 | 5 | -15
O=C(OCC(=O)N1CCN(c2ccc(F)cc2)CC1)c1cnc2ccccc2n1 | -4.0 | 8 | -33
N#Cc1ccc(CSc2nnc(-c3c[nH]c4ccccc34)n2-c2ccccc2)cc1 | -0.3 | 23 | -14
CC(C)(C)C(=O)N1CCN(c2ccc(NC(=O)c3ccc4c(c3)OCCO4)cc2)CC1 | 0.3 | 19 | -12
O=C1CC(c2cc3c(cc2Br)OCO3)C2=C(CCCC2=O)N1 (stereo not drawn) | · | 10 | -15
CCCCOc1ccccc1N1CCN(CCCN2C(=O)C3CCCN3C2=O)CC1 (stereo not drawn) | -0.8 | 15 | -41
c1ccc(CNc2nc(CN3CCOCC3)nc3scc(-c4ccccc4)c23)cc1 | -1.5 | 1 | -16
CC1CCc2c(sc3nc(C(C)(C)C)nc(N4CCN(C(=O)CCl)CC4)c23)C1 (stereo not drawn) | -0.6 | -1 | -21
Cn1c(NC(=O)c2cccc(Cn3cc(Cl)cn3)c2)nc2ccccc21 | -2.5 | 3 | -18
Cc1ccc(C(=O)N2NC(c3ccc(F)cc3)C3C(=O)N(c4ccc(C)c(C)c4)C(=O)C32)cc1 (stereo not drawn) | 0.1 | 2 | 2
COC(=O)C(Cc1csc2ccc(Cl)cc12)NC(=O)c1ccc(Cl)cc1 (stereo not drawn) | 0.0 | 31 | -21
Cn1cnnc1SC/C(O)=C(\C#N)c1nc2ccccc2[nH]1 | -1.4 | 12 | 3
CC[C@H](C)[C@H](NC(N)=O)C(=O)NCCc1ccc(Cl)cc1 | -0.4 | 5 | -14

Profiles, quoted from the list:
Results for `O=C1CC(c2cc3c(cc2Br)OCO3)C2=C(CCCC2=O)N1` (stereo not drawn) : STK33 kinase inh: ·; OX1R antag-1: 10; OX1R antag-2: -15
Results for `Cc1ccc(C(=O)N2NC(c3ccc(F)cc3)C3C(=O)N(c4ccc(C)c(C)c4)C(=O)C32)cc1` (stereo not drawn) : STK33 kinase inh: 0.1; OX1R antag-1: 2; OX1R antag-2: 2
Results for `Cn1c(NC(=O)c2cccc(Cn3cc(Cl)cn3)c2)nc2ccccc21` : STK33 kinase inh: -2.5; OX1R antag-1: 3; OX1R antag-2: -18

(cont.)
SMILES | STK33 kinase inh | OX1R antag-1 | OX1R antag-2
CN(C)/N=C/c1ccc(OS(=O)(=O)c2ccccc2)cc1 | -0.8 | 13 | -13
COc1ccc(-n2cc(CNCCCn3ccnc3)c(-c3cccc(F)c3)n2)cc1 | 0.9 | 20 | -24
Cc1cccc(NC(=O)Nc2ccc(Cl)c(Cl)c2)n1 | -0.6 | 16 | -1
CC(=O)c1c(C)c[nH]c1C | -2.1 | 11 | 0
Cc1nc(NC(CC(C)C)C(=O)O)c2nc(C)oc2n1 (stereo not drawn) | -0.6 | 3 | -4
CC(=O)[C@@H]1[C@@H]2C(=O)N(C3CCCCC3)C(=O)[C@@H]2C2c3ccccc3C=CN21 (stereo partly drawn) | 0.2 | 3 | -28
O=C(O)c1ccc(COc2ccccc2Cl)cc1 | 0.2 | 6 | 8
CCc1c(C(=O)N/N=C/c2sccc2C)nnn1-c1nonc1N | -0.4 | 14 | -5
Cc1cc(/C=C2\SC(N)=NC2=O)c(C)n1-c1ccccc1 | -0.8 | 27 | -14
CN1CCN(Cc2c(C(=O)N/N=C/c3cccc(Br)c3)nnn2-c2nonc2N)CC1 | 1.1 | 8 | -3
CCN1CCN(CC(=O)c2cc(OC)c(OC)c(OC)c2)CC1 | -0.4 | 15 | -13
O=C(N[C@@H](CO)C(=O)NCc1ccccc1)c1ccc(C(F)(F)F)cc1 | 1.8 | 27 | -27
O=C(/C=C/Nc1ccccc1)c1ccc(Cl)cc1Cl | 0.5 | 4 | -31
CNc1oc(-c2ccco2)nc1C#N | 0.6 | -4 | -6
CSCCC(NC(=O)C12CC3CC(CC(C3)C1)C2)C(=O)OCC(=O)c1ccccc1 (stereo not drawn) | 0.1 | 9 | -20
CC(=O)Nc1c(C)ccc2nsnc12 | -2.4 | 33 | -4
Cc1ccc2[nH]c3nc(N/N=C/c4cccc(O)c4)nnc3c2c1 | -0.1 | 23 | 6
COC(=O)Cn1nc(-c2ccccc2)c2ccccc2c1=O | 0.1 | -4 | -11
COc1ccccc1C(=O)NCCC(=O)Nc1cccnc1 | -0.7 | 0 | -10
CCOC(=O)C1CCN(Cc2ccccc2C(F)(F)F)CC1 | -2.3 | 3 | -29
Cc1cc2occ(CC(=O)O)c2cc1C | -0.8 | 12 | 2
Cc1cccc(C(=O)N[C@H](C(=O)Nc2nnc(C3CC3)s2)C(C)C)c1 | -2.0 | 1 | -27
O=C(c1ccc(F)cc1)N1CCC(C(=O)N2CCN(S(=O)(=O)c3cccc([N+](=O)[O-])c3)CC2)CC1 | -1.3 | 35 | -15
CCOC(CNC(=O)c1nnc(Cc2cc(OC)c(OC)c(OC)c2)o1)OCC | 2.5 | 12 | -4
Cc1cccc(-c2nc(S(=O)(=O)c3ccccc3)c(N3CCOCC3)o2)c1 | 1.7 | 8 | -33
CCSC1=NC(C)(C)C=C(/C=C/c2ccc(Cl)cc2Cl)N1 | -1.4 | 3 | -20
CCOc1cc(CNc2ccc3cn[nH]c3c2)ccc1OC | 5.2 | 8 | -35
Cc1cc(C)c(S(=O)(=O)c2ccccc2Cl)c(=O)[nH]1 | -0.4 | 10 | -14
CCCCN1C(=O)c2ccc(C(=O)N(C)CC(=O)Nc3ccc(OCC)c(OCC)c3)cc2C1=O | 7.0 | 7 | 12
O=C(O)Cn1cc(CN2CCOCC2)c2ccccc21 | -1.0 | 5 | -11
Cc1ccc(S(=O)(=O)NC2(C(F)(F)F)NC(=O)N(C)C2=O)cc1 (stereo not drawn) | -2.0 | 4 | -15
O=C(c1cccnc1)N1CCN(Cc2ccc3c(c2)OCO3)CC1 | 0.3 | 23 | -9
Nn1cc(-c2ccccc2)nc1SCC(=O)N1CCN(S(=O)(=O)c2ccc3ccccc3c2)CC1 | -0.7 | 19 | 7
COc1ccc(-c2nc(C#N)c(NC(C)c3ccccc3)o2)cc1OC (stereo not drawn) | -0.8 | 22 | -22
Cc1ccc(S(=O)(=O)N2CCN(C(C)C(=O)Nc3ccccc3-c3ccccc3)CC2)cc1 (stereo not drawn) | -0.6 | 17 | -20
Cc1cc(S(=O)(=O)N2CCC(N3CCCCC3)CC2)ccc1-n1cnnn1 | 0.6 | 10 | 5
O=c1[nH]c(N2CCOCC2)nc2c1CCCC2 | -0.2 | 13 | -18
CCc1nnc(NC(=O)C2CCCN2C(=O)Nc2ccccc2)s1 (stereo not drawn) | -0.6 | 6 | -4
Cn1ccc(-c2ccccc2)c(C#N)c1=O | 0.2 | 16 | 3
CCCCNC(=O)Cn1cnc2c(cnn2-c2ccc(C)cc2)c1=O | -1.2 | 8 | -15
COc1ccc2[nH]cc(CCNC(=O)Cc3ccc(F)cc3)c2c1 | -0.7 | 13 | -17
CC(C)(C)NC(=O)C(c1ccccn1)N(C(=O)c1csnn1)C1CCCCC1 (stereo not drawn) | -0.7 | 6 | -6
COCC(C)n1c(C)cc(C(=O)COC(=O)c2c(C)nn(-c3ccccc3)c2C)c1C (stereo not drawn) | 0.4 | 24 | -22

Screens: PubChem, several laboratories
